# Bioassay records as filed in PubChem BioAssay.
# PolyA inhibitor: yeast polyadenylation inhibition; S. cerevisiae SKY197-pL101 polyadenylation reporter, beta-gal luminescence; efflux-impaired pdr1/pdr3 knockout yeast; score 100 = 6 SD above DMSO; actives 0.02% (n = 300,000); calls only at 12 µM;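 active = lowest replicate activity score at least 50, where 100 means six control SD above control mean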;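 also: yeast exposed to compound for 9 h at 30 °C; higher score means more reporter readthrough which indicates perturbed polyadenylation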
# GSK3B inh: blocks human GSK3beta kinase activity; P49841; actives 0.038% (n = 300,000); activity score (negative = inhibition), % at 10 µM; GST-GSK3beta kinase, ADP-Glo luminescence, 60 min; stronger effect = lower value;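 active = more than half of replicate wells score below -50%, meaning over 50% inhibition versus plate controls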;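 also: 0% = median DMSO wells and -100% = median GW8510 positive control wells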
#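 Assay system: GST-fused GSK3beta enzyme, cell-free / Medium: Tris pH 7.5 buffer with MgCl2, DTT, BSA, heparin / Also added: peptide substrate plus 25 µM ATP (final) / Compound: 10 µM single point / Timing: kinase reaction with compound 60 min at room temperature / Detection: ADP-Glo luminescence / Benchmarks: DMSO neutral wells and GW8510 at 20 µM as positive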
# Dyrk1A ADPGlo: inhibitors of rat Dyrk1A kinase. Q63470. ADP-Glo luminescence, NFATc1 peptide. inhibition, % at 12.5 µM. actives 0.43% (n = 310,000); in the data active = inhibition above about 50%;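 also: plate controls were vehicle with enzyme for no effect and no enzyme for full effect; many of its hits are not listed in these tables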
# HDAC3 inhib: inhibitors of human histone deacetylase 3; O15379; recombinant HDAC3, fluorogenic peptide/trypsin coupled, fluorescence; inhibition, % at 8.3 µM; actives 0.15% (n = 320,000); AID 2718; in the data active = inhibition above about 26%, passing the limit was not always enough
# Target sequence (O15379 whole entry, looked up): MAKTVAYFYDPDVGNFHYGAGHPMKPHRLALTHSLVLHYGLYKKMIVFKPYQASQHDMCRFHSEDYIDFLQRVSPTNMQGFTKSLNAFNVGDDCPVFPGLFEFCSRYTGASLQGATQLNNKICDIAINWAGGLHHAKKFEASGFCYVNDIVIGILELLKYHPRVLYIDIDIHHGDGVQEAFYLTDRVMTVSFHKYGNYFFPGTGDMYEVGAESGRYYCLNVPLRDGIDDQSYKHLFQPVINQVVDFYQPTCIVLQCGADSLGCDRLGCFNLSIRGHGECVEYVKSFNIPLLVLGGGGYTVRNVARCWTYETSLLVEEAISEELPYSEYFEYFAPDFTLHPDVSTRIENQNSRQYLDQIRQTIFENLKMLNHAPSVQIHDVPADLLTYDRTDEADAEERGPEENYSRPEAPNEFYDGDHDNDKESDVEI
# KCNK3 block: human KCNK3 channel inhibition, primary screen; O14649; B-score at 10 µM; actives 0.84% (n = 340,000); CHO-KCNK3 thallium flux, FluxOR fluorescence; stronger effect = lower value;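 active = B-score under library mean minus 4 SD, starting fluorescence ratio at most library mean plus 5 SD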;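 also: more negative B-score means stronger inhibition of thallium flux through KCNK3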
# KCNQ1 inh: inhibitors of human KCNQ1 potassium channel | P51787 | CHO-K1 KCNQ1, FluxOR thallium flux fluorescence; stronger effect = higher value | B-score at 10 µM | actives 1.3% (n = 310,000) | AID 2642;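 active = compounds whose thallium flux B-score, printed positive for inhibition, exceeds three library SD while starting fluorescence stays within three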;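 also: channel opened by potassium depolarization with thallium stimulus after 20 min compound exposure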
# KCNK9 inh: human KCNK9 channel inhibition. Q9NPC2. HEK293 KCNK9, FluxOR thallium flux fluorescence; stronger effect = lower value. B-score at 10 µM. actives 1.2% (n = 310,000);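 active = ratio B-score over 3 SD below the library mean, with starting fluorescence within 5 SD of its mean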;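 also: negative B-score means less thallium flux so channel inhibition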
# Target sequence (Q9NPC2 whole entry, looked up): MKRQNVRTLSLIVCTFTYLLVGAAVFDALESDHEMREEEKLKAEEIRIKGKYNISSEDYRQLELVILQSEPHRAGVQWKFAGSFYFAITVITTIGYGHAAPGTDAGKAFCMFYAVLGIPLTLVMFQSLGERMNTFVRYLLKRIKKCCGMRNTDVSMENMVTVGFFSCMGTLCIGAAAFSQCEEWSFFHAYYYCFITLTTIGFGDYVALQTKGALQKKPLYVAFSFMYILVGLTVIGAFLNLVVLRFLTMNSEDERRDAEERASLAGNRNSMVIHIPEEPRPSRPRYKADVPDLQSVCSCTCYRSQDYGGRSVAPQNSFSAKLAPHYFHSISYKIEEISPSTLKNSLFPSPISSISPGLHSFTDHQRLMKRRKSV
# KCNQ1 pot: human KCNQ1 channel potentiation or activation; CHO-K1 KCNQ1, thallium flux FluxOR fluorescence; stronger effect = higher value; B-score at 10 µM; actives 0.35% (n = 310,000);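 active = fluorescence ratio B-score, a plate-corrected score, at least three library SD, with initial intensity B-score within 5 SD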
#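 Medium – assay buffer, equal DMSO in all wells · Material – CHO-K1 cell line with stable KCNQ1 potassium channel expression · Signal – kinetic FluxOR thallium fluorescence, 10-s 1-Hz baseline, 110-s post-stimulus read · Compound – single concentration per compound, DMSO matched to controls · Schedule – 37 °C overnight plating, 90-min dark dye load, 20-min compound pretreatment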
# RGS4 act: potentiators or activators of RGS4 | actives 0.92% (n = 310,000) | HEK293 M3R/inducible RGS4, carbachol calcium flux Fluo4; stronger effect = lower value | B-score at 10 µM;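 active = B-score of the integrated calcium signal more than 4 SD below the library mean, with starting fluorescence not abnormally high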;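 also: negative B-score means reduced calcium response which marks RGS4 activation or potentiation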
#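 Assay system: HEK293 FlpIn-TREx cells, stable M3R, doxycycline-inducible RGS4 / Probe or stimulus: carbachol, ECmax concentration / Times: overnight RGS4 induction, 30 min dye load 37 °C, 20 min compound RT / Signal: kinetic calcium fluorescence imaging with Fluo4-AM dye, 2 µM / Measure: Agonist-evoked peak-minus-minimum fluorescence over baseline, integrated ratio, B score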
# hERG protect: compounds protecting human hERG from proarrhythmic drug block; CHO-hERG, FluxOR thallium flux, dofetilide IC70 present; activation (rescue from dofetilide block), less the hit threshold, % at 10 µM; actives 0.51% (n = 310,000);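 active = activation above the mean of controls blocked by dofetilide plus 5 SD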;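 also: thallium influx through hERG after potassium depolarization seen as dye fluorescence rise; in these data hits start at about 4.7%; inactives centre near -7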
# GSK3 alpha inh: inhibitors of human GSK-3 alpha kinase | P49840 | ADP-Glo luminescence, 60 min | inhibition, % at 10 µM | actives 0.1% (n = 320,000);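 in the data active = inhibition above about 50%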;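 also: GST-tagged GSK-3 alpha with peptide substrate and 25 µM ATP; 0% = DMSO neutral wells and 100% = GW8510 positive control wells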
# * hit, by the source's call; i = inactive; . = no result given.
# Fields – PolyA inhibitor	GSK3B inh	Dyrk1A ADPGlo	HDAC3 inhib	KCNK3 block	KCNQ1 inh	KCNK9 inh	KCNQ1 pot	RGS4 act	hERG protect	GSK3 alpha inh
> CC(=O)c1ccc(-c2cc([C@H]3[C@H]4C=CC[C@@H](C)[C@@H]4C(=O)N3Cc3ccccc3)ccc2F)cc1
 : i	-3	-2	-2	i	i	i	i	i	-12	0
> COc1ccc(CCN2C(=O)CC(C(C)c3ccccc3)C2=O)cc1OC (centres undefined)
 : i	2	3	-7	i	i	i	i	i	-5	.
> CCSC1=C(C#N)C(=O)n2c1cc1c2CCCC1
 : i	2	8	2	i	i	i	i	i	-12	-1
> COCC1CCCN(Cc2cn(-c3ccccc3)nc2-c2ccc3c(c2)OCO3)C1 (centres undefined)
 : i	0	5	-17	i	i	i	i	i	-10	-2
> COc1cccc(C(=O)Oc2cc(C)[nH]c(=O)c2[N+](=O)[O-])c1
 : i	-1	-1	3	i	i	i	i	i	-3	1
> Cc1ccc(S(=O)(=O)c2cc3c(=O)n4ccccc4nc3n(C)c2=N)cc1C
 : i	-7	.	-11	i	i	i	i	i	-10	0
> O=C(NNC(=O)C1CC1c1ccccc1)Nc1ccccc1 (centres undefined)
 : i	1	-1	0	i	i	i	i	i	-10	-1
> Cc1ccc2cc(-c3noc(C4CCCO4)n3)c(=O)[nH]c2c1 (centres undefined)
 : i	-2	-1	-6	i	i	i	i	i	-2	1
> Cc1n[nH]c(=O)c2c(NC(=O)CSc3ccc(Br)cc3)oc(C)c12
 : i	-1	21	1	i	i	i	i	i	-16	1
> Cc1ccc(S(=O)(=O)NCC[C@@]2(C)C3CCC2(C)C(=O)C3)cc1 (some centres undefined)
 : i	5	6	-9	i	i	i	i	i	-14	0
> COc1ccc(NC(=O)CN(C)C(=O)c2cc(-c3ccncc3)nc3ccccc23)cc1
 : i	0	-2	0	i	i	i	i	i	-25	1
> CCN1C(=O)C(Cc2nc3ccccc3c(=O)n2C)c2ccccc21 (centres undefined)
 : i	0	11	5	i	i	i	i	i	-3	-1
> CC1=C(C(=O)OCCCBr)C(c2ccc3c(c2)OCO3)NC(=O)N1 (centres undefined)
 : i	5	22	5	i	i	i	i	i	-3	-2
> CN=C1SC(CC(=O)Nc2sc3c(c2C#N)CCCC3)C(=O)N1C (centres undefined)
 : i	-1	5	0	i	i	i	i	i	-7	-1
> COc1cc(/C=N/NC(=O)c2ccncc2)ccc1OC(C)=O
 : i	-2	-1	4	i	i	i	i	i	-10	0
> CC(OC(=O)c1cccc(-n2cnnn2)c1)C(=O)NCc1ccccc1 (centres undefined)
 : i	-2	8	-2	i	i	i	i	i	-6	-1
> CN(C)CCOCCOc1ccccc1-c1ccccc1
 : i	-15	6	1	i	i	i	i	i	-10	.
> O=C(COC(=O)CCc1ccc(S(=O)(=O)N2CCOCC2)cc1)NC1CCCCCC1
 : i	-2	-5	-13	i	i	i	i	i	-5	0
> CCOC(=O)CN(C)C(=O)CCc1nnc(-c2ccc(-c3ccccc3)cc2)o1
 : i	2	-5	-3	i	i	i	i	i	-7	-1
> N=c1c(C(=O)NC2CCCC2)cc2c(=O)n3ccccc3nc2n1C1CCCCC1
 : i	1	-6	-315	i	i	i	i	i	-15	-2

# Gathered by group, the entries above with four or more nitrogen atoms.
# Fields – PolyA inhibitor	GSK3B inh	Dyrk1A ADPGlo	HDAC3 inhib	KCNK3 block	KCNQ1 inh	KCNK9 inh	KCNQ1 pot	RGS4 act	hERG protect	GSK3 alpha inh
> Cc1ccc(S(=O)(=O)c2cc3c(=O)n4ccccc4nc3n(C)c2=N)cc1C
 : i	-7	.	-11	i	i	i	i	i	-10	0
> COc1ccc(NC(=O)CN(C)C(=O)c2cc(-c3ccncc3)nc3ccccc23)cc1
 : i	0	-2	0	i	i	i	i	i	-25	1
> CN=C1SC(CC(=O)Nc2sc3c(c2C#N)CCCC3)C(=O)N1C (centres undefined)
 : i	-1	5	0	i	i	i	i	i	-7	-1
> CC(OC(=O)c1cccc(-n2cnnn2)c1)C(=O)NCc1ccccc1 (centres undefined)
 : i	-2	8	-2	i	i	i	i	i	-6	-1
> N=c1c(C(=O)NC2CCCC2)cc2c(=O)n3ccccc3nc2n1C1CCCCC1
 : i	1	-6	-315	i	i	i	i	i	-15	-2

# Later entries
# Fields – PolyA inhibitor	GSK3B inh	Dyrk1A ADPGlo	HDAC3 inhib	KCNK3 block	KCNQ1 inh	KCNK9 inh	KCNQ1 pot	RGS4 act	hERG protect	GSK3 alpha inh
> CC(C)CC(c1nnnn1CC1CCCO1)N1CCN(Cc2ccc3c(c2)OCO3)CC1 (centres undefined)
 : i	5	3	-13	i	i	i	i	i	-7	1
> C=CCn1c(N)cc(=O)nc1SCC(=O)N1CCN(c2ccc(F)cc2)CC1
 : i	-2	-6	-4	i	i	i	i	i	-5	-1
> O=[N+]([O-])c1cccc(-c2ccc(/C=N/NC(=S)Nc3cccc(F)c3)o2)c1
 : i	-10	3	6	i	i	i	i	i	-2	-4
> C/C(CC(=O)Nc1ccc(C)c(Cl)c1)=N\NC(=O)c1ccco1
 : i	7	-3	1	i	i	i	i	i	-3	-3
> O=C(NNC(=S)NC1CCCCC1)c1cccc(S(=O)(=O)Nc2ccccc2Cl)c1
 : i	8	5	-2	i	i	i	i	i	-15	5
> CC(C)(C)c1ccc(C(=O)Nc2ncn[nH]2)cc1
 : i	-2	-1	-4	i	i	i	i	i	-5	0
> CCCCCCN(C(=O)CCCCCN1C(=O)NC(c2ccc([N+](=O)[O-])cc2)C(C(=O)OCc2ccccc2)=C1C)C(C(=O)NCCCC)c1ccc(OCC(=O)OC)c(C(=O)OC)c1 (centres undefined)
 : i	2	.	5	.	i	i	i	i	-4	-2
> COC(=O)c1[nH]c2ccc(F)cc2c1NC(=O)CCN1CCN(C(=O)c2ccco2)CC1
 : i	4	.	.	.	i	i	i	i	2	.
> COC(=O)CSc1ccc(S(=O)(=O)N2CCC(C)CC2)cc1[N+](=O)[O-]
 : i	-1	2	0	i	i	i	i	i	-12	-2
> COc1cc(/C=C2\C(=O)N(c3ccc(S(N)(=O)=O)cc3)N=C2C)ccc1OC(=O)c1ccco1
 : i	2	-1	17	i	i	i	i	i	-20	-1
> O=C1c2cccc3cccc(c23)C(=O)N1CCN1CCN(C(=S)Nc2ccc(F)cc2)CC1
 : i	0	.	-3	.	i	i	i	i	-8	2
> Cc1ccc(-c2c(C(=O)N(C)Cc3ccccc3)oc(=O)c3ccccc23)cc1
 : i	3	-4	.	i	i	i	i	i	-6	.
> Cc1sc2ncn(CC(=O)NCc3ccco3)c(=O)c2c1-c1ccc(F)cc1
 : i	1	1	-1	i	i	i	i	i	-7	1
> CCCN1CNC(=S)N(c2ccccc2OC)C1
 : i	1	-6	-5	i	i	i	i	i	-12	1
> CC1(C(=O)Nc2cccc3ccccc23)CC1(Br)Br (centres undefined)
 : i	-1	6	-5	i	i	i	i	i	-10	-2
> COc1ccccc1P(=O)(c1ccccc1)c1ccccc1
 : i	3	-7	0	i	i	i	i	i	-4	0
> CCC(=O)N(C)CCc1cc2c(c(OC)c1/C=N/NC(=O)c1ccc(Br)cc1)OCO2
 : i	-7	-1	-2	i	i	i	i	i	-15	-2
> COC(=O)c1ccc(/C=N\n2c(C)nnc2C)cc1
 : i	1	-8	11	i	i	i	i	i	-6	-1
> O=C(Nc1ccc(NC(=O)c2cccs2)c(Cl)c1)c1cccs1
 : i	-1	7	-2	i	i	i	i	i	-1	0
> CCCCn1c(N)c(N(CC(C)C)C(=O)c2oc3c(Cl)cccc3c2C)c(=O)[nH]c1=O
 : i	0	11	3	i	i	i	i	i	-16	-2
> CCCn1c(N)c(C(c2ccc(C(=O)OC)cc2)N2CCN(c3ccccc3)CC2)c(=O)[nH]c1=O (centres undefined)
 : i	1	2	-2	i	i	i	i	i	-13	-22
> Cc1ccc(S(=O)(=O)NC2(C(F)(F)F)NC(=O)N(CCc3ccccc3)C2=O)cc1 (centres undefined)
 : i	0	-2	-3	i	i	i	i	i	-10	-5
> CC(C)C(NC(=O)c1ccccc1F)C(=O)OCC(=O)c1ccc(F)cc1 (centres undefined)
 : i	1	2	-15	i	i	i	i	i	-5	-4
> Cc1ccc(CN2CCN(/N=C/c3cccn3C)CC2)c(C)c1
 : i	-1	0	4	i	i	i	i	i	-12	-4
> COc1ccccc1/C=N/NC(=O)CO
 : i	0	-1	-1	i	i	i	i	i	-2	0
> CCn1c2ccc(Cl)cc2c2nc3ccccc3nc21
 : i	1	.	0	.	i	i	i	i	-13	.
> Cc1ccc(CNC(=O)c2cc3c(=O)n(C)c4ccccc4c3n2C)cc1
 : i	4	3	-5	i	i	i	i	i	-1	.
> Clc1ccc(Oc2nc(N3CCOCC3)nc(N3CCOCC3)n2)c(C2CCCCC2)c1
 : i	-2	-7	-6	i	6*	i	i	i	-12	-2
> CN(C)c1ccc(/C=C(\NC(=O)c2ccccc2)C(=O)NCCCn2ccnc2)cc1
 : i	.	2	-3	i	i	i	i	i	-16	-1
> Cc1ccc(NC2CCCN(C(=O)c3ccccc3-c3ncc[nH]3)C2)cc1C (centres undefined)
 : i	1	-4	.	i	i	i	i	i	-4	0
> CC1CC2=C(C(=O)O1)C(c1ccccc1)Nc1ccccc1N2 (centres undefined)
 : i	2	-4	0	i	i	i	i	i	-4	-2
> COc1ccc(Cc2nnc(SCC(=O)Nc3ccc(C)c(C)c3)o2)cc1OC
 : i	1	-1	14	i	i	i	i	i	-6	0
> O=C(NCC1CCCO1)c1ccc(S(=O)(=O)N2CCC(c3nc4ccc(Cl)cc4[nH]3)CC2)cc1 (centres undefined)
 : i	1	12	3	i	i	i	i	i	-8	-2
> Cc1cc(NC(=O)Cc2ccccc2)ccc1NC(=O)c1cccs1
 : .	-2	8	0	i	i	i	i	i	-4	-4
> CCCn1nnc(NC(=O)c2ccc(-c3cccc(Cl)c3)o2)n1
 : i	3	7	7	i	i	i	i	i	-19	0
> c1ccc(Nc2nc(-c3ccncc3)nc3ccccc23)cc1
 : i	0	2	.	i	i	i	i	i	-8	.

# Some of the compounds tested; rates above refer to the full screens.
